# High-throughput results (PubChem)
# PV pol inh: poliovirus RNA polymerase inhibition; P03300; poliovirus polymerase elongation, fluorescence polarization; active compounds read low; % elongation, % (compound at 16.7 µg/mL); 150,000 tested, 0.66% active; AID 588519; in the data active = % elongation below about 90%; also: some results filed as inactive read as strong as hits
# Target sequence (P03300 1749-2209 limits assumed): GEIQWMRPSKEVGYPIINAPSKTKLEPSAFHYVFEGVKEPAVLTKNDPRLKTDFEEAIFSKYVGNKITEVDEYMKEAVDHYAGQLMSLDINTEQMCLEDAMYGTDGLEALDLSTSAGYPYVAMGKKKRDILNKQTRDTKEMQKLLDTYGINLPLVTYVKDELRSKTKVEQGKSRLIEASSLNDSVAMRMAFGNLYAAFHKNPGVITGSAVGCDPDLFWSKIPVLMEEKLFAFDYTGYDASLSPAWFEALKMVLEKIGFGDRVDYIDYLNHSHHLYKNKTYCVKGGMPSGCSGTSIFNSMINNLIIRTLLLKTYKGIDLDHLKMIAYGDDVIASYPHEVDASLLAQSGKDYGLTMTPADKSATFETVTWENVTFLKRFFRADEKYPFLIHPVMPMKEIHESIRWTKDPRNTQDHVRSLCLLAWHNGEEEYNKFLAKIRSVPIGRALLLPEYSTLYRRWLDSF
# PV pol inh FP z-score: further read-out of PV pol inh, marked with its call; z-score; measured here: FP z-score; hits read low
# * = called active by the depositor; & = joins results of further samples. An excerpt, so the mix of outcomes need not match the whole.
SMILES,PV pol inh,PV pol inh FP z-score
COC(=O)c1ccc(NC(=O)CC2C(=O)N(c3ccccc3)C(=O)N2Cc2ccco2)cc1 (stereo unspecified),108.0,0.9
CN(C)c1ccc(C(CNS(=O)(=O)c2ccc(Cl)cc2)N2CCCC2)cc1 (stereo unspecified),101.0,-0.7
O=C(NCCSCc1ccccc1)c1ccccc1,102.0,0.7
CCOC(=O)c1c(C)oc2nc(C)nc(NCC3CCN(Cc4ccc(Cl)cc4)CC3)c12,110.0,0.4
CCN1CCc2c(sc3c2C(=O)NC(c2ccc(COc4cccc(C(F)(F)F)c4)o2)N3)C1 (stereo unspecified),104.0,0.6
CCOc1cccc(OCCCN(C)Cc2ccccc2)c1,99.0,-0.2
CN(C)c1nc2ccccc2c(=O)s1,105.0,0.1
COc1cc(/C=C2/SC(=Nc3ccccc3)N(N(C)C)C2=O)cc(Br)c1OC,101.0,0
CCN(CC)CCNC(=O)COc1ccc(OC)cc1,102.0&97.0,0.7&-0.7
O=C(O)/C=C/C(=O)N1CCN(c2ccccc2)CC1,106.0,1
CCCCn1c(N)c(N(C)C(=S)NCCCN2CCOCC2)c(=O)[nH]c1=O,105.0,0.3
CCOC(=O)c1c(C)[nH]c(C)c1S(=O)(=O)N1CCCC(C(=O)N2CCN(c3cccc(Cl)c3)CC2)C1 (stereo unspecified),114.0,1.4
Cc1cccc(NC(=O)c2ccc3[nH]c(C)cc(=O)c3c2)c1,108.0,0.3
O=C(Oc1ccc(Br)cc1)C1CCC(N2C(=O)C3C4C=CC(C4)C3C2=O)CC1 (stereo unspecified),101.0,0.1
O=C(c1cccs1)c1cn(CCOc2ccccc2)c2ccccc12,102.0,0.1
CCn1cc(CO)c(C)n1,102.0,-0.1
O=C(COc1ccccc1O)OCCO,104.0,0.3
O=C(Nc1cccc(C(F)(F)F)c1)C(Sc1cccc[n+]1[O-])c1ccccc1 (stereo unspecified),100.0,-0.4
O=c1ccc(-c2ccc(F)cc2)n[nH]1,100.0,-0.3
O=C(CCCC(=O)n1nnc2ccccc21)Oc1ccccc1F,103.0,0.1
Cc1cccc(C(=O)OCC(=O)N(C)C)c1O,100.0,0
O=C(CSc1nc2ccccc2c(=O)[nH]1)Nc1ccccc1N1CCOCC1,110.0,0.7
Cc1cc(C)cc(NC(=S)NC(=O)C2CC2)c1,101.0,0.1
COc1ccc(CC(=O)N(C)Cc2cccc(OC)c2OC)cc1,104.0,0.2
CCOC(=O)c1c(C)n(Cc2ccccc2)c2ccc(OCC(O)CN3C(=O)CNC3=O)cc12 (stereo unspecified),98.0,-0.5
COCC(C)n1c(C)cc(C(=O)COC(=O)c2ccc(C#N)cc2)c1C (stereo unspecified),95.0,-0.9
COc1ccc(CNC(=O)CCn2nc(C)c3c(C)n(-c4ccccc4)nc3c2=O)cc1OC,110.0,0.4
CCN(CC)S(=O)(=O)c1ccc(-c2ccc(/C=C3/N=C4CCCCCN4C3=O)o2)cc1,96.0,-0.5
CSc1nc2c(c(=O)[nH]1)C(c1ccc(F)cc1F)CC(=O)N2 (stereo unspecified),100.0,-1.1
O=C(CC1S/C(=N/N=C2\CSC(=O)N2)NC1=O)Nc1ccccc1 (stereo unspecified),100.0,-0.9
CS(=O)(=O)N1CCN(c2ccc(NC(=O)CSc3nnc(Cc4ccccc4)o3)cc2)CC1,100.0,0.1
CC(C)N1C(=O)c2ccccc2CC1(C)C(=O)NC1CCCCCC1 (stereo unspecified),99.0,-1.4
CCOc1ccc(NC(=O)Cn2nc(SC)c(S(=O)(=O)c3ccccc3)c2N)cc1,105.0,-0.3
CCCCN1C(=O)CS/C1=C(/C#N)C(=O)Nc1cccc(OC)c1,105.0,0.3
COc1ccc(C(C)=O)cc1CSc1nc(NCCc2ccccc2)c2ccccc2n1,109.0,0.8
COc1cccc(OCCSc2nc3ccccc3s2)c1,108.0,0.6
O=C(Nc1nccs1)c1cc(=O)[nH]c2ccccc12,100.0,-0.5
O=C(c1ccc2c(c1)C(=O)N(CCCO)C2=O)c1ccc2c(c1)C(=O)N(CCCO)C2=O,100.0,-0.2
CCOC(=O)c1ccccc1NC(=O)CSc1cc(C)[nH]c(=O)n1,112.0,1.3
C/C=C/C1OC23CCCCC2C(C#N)(C(=N)O3)C1(C#N)C#N (stereo unspecified),105.0,0.2

# Overlap with the part before: 3 compounds, followed by the next part.
SMILES,PV pol inh,PV pol inh FP z-score
O=C(c1ccc2c(c1)C(=O)N(CCCO)C2=O)c1ccc2c(c1)C(=O)N(CCCO)C2=O,100.0,-0.2
CCOC(=O)c1ccccc1NC(=O)CSc1cc(C)[nH]c(=O)n1,112.0,1.3
C/C=C/C1OC23CCCCC2C(C#N)(C(=N)O3)C1(C#N)C#N (stereo unspecified),105.0,0.2
COC(=O)c1sccc1S(=O)(=O)N(CC(=O)NCc1ccc(C)cc1)c1ccc(Cl)cc1,99.0,-1.9
N/C(=N\OC(=O)CCn1c(=O)oc2ccccc21)c1ccc(Cl)cc1,99.0,-0.6
Cc1[nH]c(=O)[nH]c(=O)c1C1N2CC3(C(C)C)CN1CC(C(C)C)(C2)C3=O (stereo unspecified),110.0,0.7
CCc1ccc(N2CC(O)(c3ccccc3)[N+]3=C2CCCC3)cc1 (stereo unspecified),100.0,-0.7
COc1cccc(NC(=O)c2cc3c(s2)-c2c(C)cccc2OC3)c1,98.0,-1.8
Cc1ccsc1/C=C/C(=O)NCC(=O)O,104.0,1.1
COC(=O)c1ccc(CSc2n[nH]c(=O)[nH]c2=O)cc1,106.0,0.4
CC1(C)CC(=O)c2cc(C(=O)Nc3cccc(O)c3)c(=O)[nH]c2C1,99.0,-0.3
N#CCC(=O)N1CCN(C=O)CC1,102.0,-0.1
CCOC(=O)C1=C(C)OC(N)=C(C#N)C1C1CCCCC1 (stereo unspecified),100.0,-0.4

# 11 structures out of the list, ordered by heavy-atom count, descending:
SMILES,PV pol inh,PV pol inh FP z-score
COC(=O)c1sccc1S(=O)(=O)N(CC(=O)NCc1ccc(C)cc1)c1ccc(Cl)cc1,99.0,-1.9
CCOc1ccc(NC(=O)Cn2nc(SC)c(S(=O)(=O)c3ccccc3)c2N)cc1,105.0,-0.3
Cc1[nH]c(=O)[nH]c(=O)c1C1N2CC3(C(C)C)CN1CC(C(C)C)(C2)C3=O (stereo unspecified),110.0,0.7
N/C(=N\OC(=O)CCn1c(=O)oc2ccccc21)c1ccc(Cl)cc1,99.0,-0.6
CCOC(=O)c1ccccc1NC(=O)CSc1cc(C)[nH]c(=O)n1,112.0,1.3
C/C=C/C1OC23CCCCC2C(C#N)(C(=N)O3)C1(C#N)C#N (stereo unspecified),105.0,0.2
CCOC(=O)C1=C(C)OC(N)=C(C#N)C1C1CCCCC1 (stereo unspecified),100.0,-0.4
COC(=O)c1ccc(CSc2n[nH]c(=O)[nH]c2=O)cc1,106.0,0.4
O=C(Nc1nccs1)c1cc(=O)[nH]c2ccccc12,100.0,-0.5
Cc1ccsc1/C=C/C(=O)NCC(=O)O,104.0,1.1
N#CCC(=O)N1CCN(C=O)CC1,102.0,-0.1

# Further records follow.
SMILES,PV pol inh,PV pol inh FP z-score
NC(=O)c1ccsc1NC(=O)Cc1ccc(S(=O)(=O)N2CCOCC2)s1,112.0,1.4
CCOc1ccc(-c2cc(C(=O)N3CCCCC3C)[nH]n2)cc1 (stereo unspecified),100.0,-1.3
CN(CC(=O)NCc1cccs1)S(=O)(=O)c1cccc2cccnc12,102.0,0.3
COc1ccc(CCNc2oc(-c3ccc(C)cc3)nc2C#N)cc1OC,99.0,-0.8
S=c1[nH]ncn1/N=C/c1ccccc1,100.0,0.1
Cc1cc(C)c2oc(C(=O)Nc3ccc(S(=O)(=O)N4CCCCCC4)cc3)cc(=O)c2c1,109.0,0.3
Cn1cc(Br)cc(Br)c1=O,98.0,-0.4
Cc1cc(C(=O)Nc2ccc(Cl)cc2)c2c(C)nn(-c3ccccc3)c2n1,103.0,0.1
Cc1cc(C(=O)NCc2ccc(S(N)(=O)=O)cc2)c(C)o1,104.0,0.2
Cc1cc(-c2csc(NC(=O)C3CC3)n2)c(C)n1-c1ccc(F)cc1,105.0,0.1
CN1/C(=C\C=N\NS(=O)(=O)c2ccccc2)C(C)(C)c2ccccc21,113.0,1.2
CCc1ccc(CNC(=O)c2sc3ncnc(N(C)C4CCCCC4)c3c2C)cc1,109.0,0.5
CCOc1ccccc1N(C)C(=O)COc1cc(=O)n(C)c2ccccc12,101.0,-0.4
O=C(c1cccnc1)N1N=C2CCCCC2C1(O)C(F)(F)F (stereo unspecified),102.0,0
CC1=N/C(=C/c2ccccc2)C(=O)O1,103.0,0.5
O=C1CCC(C(=O)N(CC2CCCO2)C2CCS(=O)(=O)C2)=NN1c1c(F)c(F)cc(F)c1F (stereo unspecified),109.0,0.8
Cc1cccc(C(=O)NCCc2nc3ccccc3n2Cc2ccc(Cl)cc2)c1,111.0,0.8
COc1ccc(NC(=O)Cn2c(SCc3ccc(C)cc3)nc3cccnc32)c(OC)c1,99.0,-1.6
CCOc1ccc(C(=O)Nc2ccc3nc(N(CC)CC)cc(C)c3c2)cc1,107.0,0.9
Cc1cccc(CNC(=O)Cn2c(-c3cccs3)cc3ccccc32)c1,110.0,0
CC(C)CN1C(=O)c2ccccc2C(C(=O)NCc2cccs2)C1c1cccs1 (stereo unspecified),103.0,0.4
O=C(O)c1ccccc1N(Cc1ccccc1)C(=O)c1ccco1,102.0,0.1
Cc1cc(C)c(S(=O)(=O)N2CCC(n3c(C(F)(F)F)nc4cccnc43)CC2)c(C)c1,112.0,0.9
Cc1ccc(-n2cccn2)cc1,104.0,0.4
COC(CNC(=O)c1ccc(/C=C2\Oc3ccccc3N(Cc3cccc(F)c3)C2=O)cc1)OC,103.0,0.4
Cc1c(Cl)cccc1NC(=O)c1cc(S(=O)(=O)N2CCCCC2)cn1C,106.0,0
Cc1ccc(C(CC(=O)N2CCCC2)c2ccccc2)c(O)c1 (stereo unspecified),104.0,0.4
CCN1CCN(C(=O)CCCn2c(=O)[nH]c3cc(Cl)ccc3c2=O)CC1,101.0,0.1
Cn1c(=O)n(CC(=O)O)c(=O)c2c1nc1n2CCN1c1ccc(Cl)cc1,101.0,-0.1
CC(NC(N)=O)C(=O)N1CC=C(c2ccccc2)CC1 (stereo unspecified),104.0,0.2
CCn1c(SCC(=O)N/N=C/c2ccccc2)nnc1-c1ccccc1,105.0,0.8
Cc1csc(SC(C)C(=O)Nc2ccccc2C)n1 (stereo unspecified),103.0,0.2
CCOc1ccc(-c2oc3cc(Cl)ccc3c(=O)c2O)cc1OC,110.0,1.4
CC(=O)c1ccc(NC(=O)CSc2ccc3nc(-c4ccccc4)cn3n2)cc1,108.0,0.2
CC1=C(C(=O)Nc2ccc(F)cc2)C(c2ccc(F)cc2)C2=C(CC(c3ccccc3)CC2=O)N1 (stereo unspecified),104.0,0.4
CCN(c1ccccc1)S(C)(=O)=O,106.0,1.6
CCOC(=O)c1sc2nc(SCC(=O)C(C)(C)C)n(N)c(=O)c2c1C,105.0,1.3
N#CC(C#N)=Cc1ccc(-c2cccc(C(=O)O)c2)o1,103.0,0.6
Cc1c(C(=O)Nc2ccc(C(=O)O)cc2)nnn1-c1ccccc1,103.0,-0.3
Cc1cccc(S(=O)(=O)NCc2cn3cccc(C)c3n2)c1,103.0,0.3
COc1cccc(CNC(=O)C(NS(=O)(=O)c2cccs2)C(C)C)c1 (stereo unspecified),107.0,0.6
NC(=O)c1n[nH]c(=O)c2ccccc12,103.0,0
COc1ccc(CN(C)C(=O)c2ccc(C)cc2O)c(OC)c1,106.0,0.4
O=c1[nH]c2ccc(N=Cc3ccc(O)cc3)cc2[nH]1,102.0,0.1
O=C1CCC(C(=O)O)=NN1,101.0,0
CC1/C(=N/O)CC(c2ccco2)NC1c1ccco1 (stereo unspecified),101.0,-0.3
O=C(CN1CCc2ccccc21)N1CCN(S(=O)(=O)c2ccccc2)CC1,105.0,0.3
CC1=C(C)NC(=S)SC1,99.0,-1
CC(=O)N1CCc2c(sc3c2c(=O)n(Cc2ccccc2)c(=O)n3Cc2cc(C)ccc2C)C1,104.0,-0.3
CC(C)(C)C(=O)N(CN1C(=O)c2ccccc2C1=O)c1cccc(F)c1,96.0,-0.4
# The listing continues.
SMILES,PV pol inh,PV pol inh FP z-score
CCOC(=O)N1CCN(Cc2nc3cc(NC(=O)c4ccc(OC)cc4)ccc3n2C(C)C)CC1,107.0,0.4
Cc1ccc2nc(SC3CCCC3)nc(=O)n2c1,102.0,-0.3
NC(=O)c1ccccc1NC(=O)COC(=O)CC1CCCC1,101.0,-0.1
COc1ccc(N2CCN(Cc3cc(=O)oc4ccc(OC)cc34)CC2)cc1,108.0,-0.1
Cc1cc(C)c(C=C(C#N)C#N)[nH]1,105.0,1.1
COc1cccc(N2CC(C(=O)Nc3c(C(N)=O)oc4ccccc34)CC2=O)c1 (stereo unspecified),104.0,0.7
COc1ccc(CNC(=O)c2nnn(CC(=O)Nc3cc(C)cc(C)c3)c2N)cc1,107.0,-0.7
CC1(C)C(C(=O)Nc2ccc(S(=O)(=O)c3ccc(NC(=O)C4C(C)(C)C4(C)C)cc3)cc2)C1(C)C,105.0,0.4
Cc1cc2c(cc1NS(=O)(=O)c1ccc(NC(=O)CC(C)C)cc1)n(C)c(=O)c(=O)n2C,101.0,-1.4
N#CC(=C1SC2CS(=O)(=O)CC2S1)c1nc2ccccc2s1 (stereo unspecified),107.0,0.5
O=C1c2ccccc2C(=O)N1CCCN1CCN(c2nccc(C(F)(F)F)n2)CC1,108.0,0.5
O=c1c2sc3ccccc3c2n(Cc2cccc(C(F)(F)F)c2)c(=O)n1-c1ccccc1,107.0,0.4
CCCn1c(=O)c2ccccc2n2c(=S)[nH]nc12,101.0,-0.5
COc1cc2c(cc1NC(=O)C(C)Oc1ccccc1)oc1ccccc12 (stereo unspecified),104.0,-0.4
CN1C(=O)c2ccccc2C(C(=O)NC2CC2)C1c1cn(C)c2ccccc12 (stereo unspecified),103.0,0.2
Cc1[nH]c(=O)[nH]c(=O)c1/C=N\NC(=O)c1cc2ccccc2o1,102.0,0.2
Cc1cc(-c2noc(COc3c(F)c(F)cc(F)c3F)n2)c2ccccc2n1,99.0,-1.3
CCc1ccc(C(=O)c2cn(CC(=O)Nc3cc(OC)ccc3OC)c3nc(C)ccc3c2=O)cc1,106.0,-0.1
CN=C1S/C(=C\c2cn(CC(=O)O)c3ccccc23)C(=O)N1C,103.0,0.3
Clc1cccc(-n2c(SCC3CC3)nnc2C2CC2)c1,101.0,-0.3
